# PKA-R2B act – PKA-R2B complex activation. P22694+P31323. 340,000 compounds, 0.079% hits. PKA-R2B holoenzyme dissociation, Cy5-IP20 fluorescence polarization; R2B truncated from residue 108, S112A mutant; 0% DMSO only, 100% 113 µM cGMP. activation, % at 11.4 µM;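 active = activation above a cutoff set at the mean over all compounds plus 3 SD, cut at about 18% in these data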;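 note: higher means more holoenzyme dissociation and a rise in polarization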
# Target sequence (P31323 whole entry, looked up, other chains not shown, the tested form may be a part): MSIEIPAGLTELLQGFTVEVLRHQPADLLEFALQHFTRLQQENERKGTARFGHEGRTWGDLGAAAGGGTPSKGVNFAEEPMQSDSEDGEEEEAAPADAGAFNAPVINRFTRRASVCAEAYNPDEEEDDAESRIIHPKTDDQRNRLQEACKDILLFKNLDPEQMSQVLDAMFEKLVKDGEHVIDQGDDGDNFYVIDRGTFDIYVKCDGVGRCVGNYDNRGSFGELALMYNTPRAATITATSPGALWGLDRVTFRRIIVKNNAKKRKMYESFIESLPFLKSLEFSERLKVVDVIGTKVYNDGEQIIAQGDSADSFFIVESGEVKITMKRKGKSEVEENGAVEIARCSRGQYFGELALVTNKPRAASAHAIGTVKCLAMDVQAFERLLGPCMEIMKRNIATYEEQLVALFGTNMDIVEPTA
# Rtt109 HAT inh – blocks Candida albicans Rtt109/Vps75 acetyltransferase activity. purified Rtt109/Vps75, ThioGlo CoA-SH fluorescence, 4 h. inhibition, % at 34.9 µM. 330,000 compounds, 0.16% hits. AID 540336;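 active = inhibition of at least 50% in every replicate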
# CAL PDZ FP-1 – blocks peptide binding to the human CAL PDZ domain | Q9HD26 | purified CAL PDZ, TMR-peptide fluorescence polarization, 1 h | inhibition, % at 24.9 µM | 300,000 compounds, 0.92% hits | AID 602252;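 active = mean inhibition of at least 30% with at least half of replicates also reaching 30%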;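 note: 0% = DMSO neutral control and 100% = excess unlabeled competitor peptide PRC23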
# CAL PDZ FP-2 – human CAL PDZ-peptide interaction inhibition. purified CAL PDZ, TMR-peptide fluorescence polarization, 1 h. inhibition, % at 20 µM. 330,000 compounds, 0.02% hits. AID 504414;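 active = highest replicate inhibition of at least 40%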;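 note: plate controls were DMSO neutral control wells for no effect and unlabeled competitor peptide control wells for full effect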
#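 Control set: unlabelled peptide and DMSO controls / Material: purified CerCALP PDZ construct / Timing: 1 h incubation at room temperature before polarization reading / Doses: 20 µM, one dose / Detection: fluorescence polarization (mP)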
# SR-BI uptake up – SR-BI HDL lipid transfer activation; CHO ldlA[mSR-BI] cells, DiI-HDL uptake fluorescence, 3 h; 100 = double the neutral-control signal; activation, % at 12.5 µM; 320,000 compounds, 0.096% hits; AID 504775;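 active = mean replicate activation of at least 60% and every replicate at or above 60%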;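 note: 0% = median plate neutral-control signal and 100% = twice that signal; values of inactives mirror those of a sister screen read the other way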
#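 Material – SR-BI-overexpressing, LDLR-lacking CHO cells · Medium – BSA-supplemented, HEPES-buffered Ham's F12, pH 7.4 · Doses – single concentration · Times – compound with DiI-HDL co-incubation, 3 h at 37 °C · Measured by – bottom-read fluorescence, 550/595 nm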
# C-LANA FP – inhibitors of KSHV LANA C-terminal domain DNA binding. MBP-C-LANA/FAM-LBS DNA binding, fluorescence polarization. inhibition, % at 9 µM. 340,000 compounds, 0.078% hits. AID 504423;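 active = highest replicate inhibition at or above 60% at 9 µM, even if other replicates fall short; inactive = all replicates below 60% inhibition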;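 note: 0% = neutral control wells and 100% = 4 µM acridine orange control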
# Cardiac RTF inh – cardiac RTF calcium desensitization. IANBD-labeled cardiac RTF, Ca2+ fluorescence. inhibition, % at 7.15 µM. 340,000 compounds, 0.12% hits;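 active = inhibition above the mean inhibition of all tested compounds plus 3 SD, cut at about 17% in these data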;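 note: assay run at fixed EC70 calcium of 1.6 mM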
# DAGLB inhibitor – blocks human DAGLB lipase activity | inhibition, % at 5.17 µM | HEK293T DAGLB membrane lysate, EnzChek fluorogenic substrate | Q8NCG7 | 340,000 compounds, 0.059% hits; in the data active = inhibition above about 34%;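 note: 0% = enzyme with vehicle and 100% = wells lacking enzyme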
# Target sequence (Q8NCG7 whole entry, looked up): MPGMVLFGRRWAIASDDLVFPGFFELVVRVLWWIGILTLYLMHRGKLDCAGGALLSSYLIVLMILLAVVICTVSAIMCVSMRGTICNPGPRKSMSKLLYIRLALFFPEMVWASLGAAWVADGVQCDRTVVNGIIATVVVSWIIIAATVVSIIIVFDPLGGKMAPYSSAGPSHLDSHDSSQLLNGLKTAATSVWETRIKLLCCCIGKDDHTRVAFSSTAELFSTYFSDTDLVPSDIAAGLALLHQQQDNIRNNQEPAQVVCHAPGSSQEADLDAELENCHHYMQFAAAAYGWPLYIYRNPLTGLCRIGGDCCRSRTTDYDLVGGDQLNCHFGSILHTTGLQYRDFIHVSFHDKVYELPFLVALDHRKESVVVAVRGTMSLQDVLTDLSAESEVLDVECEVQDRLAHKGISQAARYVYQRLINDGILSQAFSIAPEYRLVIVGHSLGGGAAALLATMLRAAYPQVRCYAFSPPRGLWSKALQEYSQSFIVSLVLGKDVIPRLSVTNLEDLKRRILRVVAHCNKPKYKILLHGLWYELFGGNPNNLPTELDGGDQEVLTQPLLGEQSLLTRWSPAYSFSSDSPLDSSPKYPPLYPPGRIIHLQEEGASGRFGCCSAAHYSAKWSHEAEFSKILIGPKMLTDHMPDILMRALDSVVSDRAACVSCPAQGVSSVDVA
# cardiac RTF act – increases calcium sensitivity of human cardiac regulated thin filaments | P19429+P45379 | IANBD-labeled TnC RTF fluorescence at EC20 calcium; 0% EC20 calcium, 100% full calcium | activation, % at 7.2 µM | 340,000 compounds, 0.24% hits | AID 493008;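 active = activation above the mean over all tested compounds plus 3 SD, cut at about 30% in these data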;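 note: rise in fluorescence read as greater calcium sensitivity of cardiac thin filaments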
# Keap1-Nrf2 PPI – Keap1-Nrf2 (human) interaction inhibition | Q14145 | Keap1 Kelch-Nrf2 peptide fluorescence polarization, 1536-well | inhibition, % at 9.4 µM | 340,000 compounds, 0.15% hits | AID 504523; in the data active = inhibition above about 12%;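 note: human Keap1 Kelch domain with fluorescein labeled Nrf2 9mer peptide probe; 0% = neutral control wells and 100% = peptide positive control; higher means more block of Keap1 binding to Nrf2 peptide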
# Numbers without * were called inactive; i = inactive; x = not tested or not shown.
SMILES,PKA-R2B act,Rtt109 HAT inh,CAL PDZ FP-1,CAL PDZ FP-2,SR-BI uptake up,C-LANA FP,Cardiac RTF inh,DAGLB inhibitor,cardiac RTF act,Keap1-Nrf2 PPI
c1nnc(-c2ccc3c(c2)OCO3)o1,-7,-8,2,-0.4,4,-0.4,-6,1,1,-5
CC(=O)c1cc(CN2CCC(n3nccc3NC(=O)c3ccccc3C)CC2)cs1,7,1,1,-1.8,x,1.2,-8,2,0,1
COc1ccc(C(=O)OCC(=O)NCC2CCCO2)cc1 (centres undefined),-1,-12,-2,-2.7,46,0.5,-55,0,-4,1
C/C(=N\NC(=O)CN1CCCCC1)c1cccc([N+](=O)[O-])c1,-7,4,-4,-0.2,-3,0.3,-8,1,2,-3
CCOc1ccccc1N1CCN(C(=O)c2c(-c3c(F)cccc3Cl)noc2C)CC1,14,-3,2,-3.1,6,-0.3,-7,-2,-1,4
CCCC(O)(c1ccccc1)C(CN1CCOCC1)c1ccccc1 (centres undefined),9,3,-3,-2.5,8,-2.9,-11,-1,6,-2
O=C(CCN1CCCCC1)N/N=C/c1c[nH]c2ccccc12,-1,1,-2,0.7,-4,1.1,-8,-2,-2,4
C/C=C(\C)C(=O)O[C@@H]([C@H](O)c1cc2ccc(=O)oc2cc1OC)C(C)(C)O,-7,-1,-1,0.6,15,0.3,-1,-2,-3,-4
Cn1cnnc1SCCC(=O)Nc1ccccc1,-1,7,-5,-0.5,32,2.2,-7,0,4,-3
NCCc1c(-c2ccccc2)n(-c2ccccc2)c2ccccc12,-13,15,5,-0.4,-4,-0.1,4,0,-4,-1
COC(=O)c1ccc(NC(C(=O)OC)C(C)C)c([N+](=O)[O-])c1 (centres undefined),-5,-1,1,-1.8,6,-0.4,7,-7,-2,-4
CCOc1ccc(NC(=O)C2CCC(C)(C(=O)O)C2(C)C)cc1 (centres undefined),-4,-7,1,-0.5,19,0.7,-13,1,-5,-8
O=C(CN1CCN(c2nc(-c3ccc(Cl)cc3)cs2)CC1)NCc1ccco1,-5,-9,-4,-0.1,-53,3.3,4,1,-5,-1
O=C(CNC(=O)c1ccc(Br)o1)NCC(=O)OCc1ccccc1,-8,10,-2,-2.0,11,1.0,7,-1,11,-3
CCCOc1ccc(-c2c(C(=O)N/N=C/c3ccco3)nnn2-c2nonc2N)cc1,-8,6,-6,-2.0,-63,0.7,-5,2,8,-5
Cc1nn(Cc2ccccc2)c(C)c1/C=N/NC(=O)c1cccnc1,2,x,-3,-2.4,-5,1.1,4,2,-3,4
CCOc1ccccc1C(=O)N[C@H](C(=O)NCc1ccccc1)C(C)C,-6,-7,1,-0.8,-2,3.4,-2,1,3,2
Cc1ccc(N=Cc2cccc(O)c2O)c(C)c1,-3,8,-4,-0.2,1,1.5,-2,13,-11,2
O=C(CN(C(=O)CNC(=O)c1cccs1)c1ccc(F)cc1)NC1CCCC1,0,-1,-5,-2.7,x,1.5,-5,2,1,-2
O=C(NC(=S)N1CCN(CCO)CC1)C12CC3CC(CC(C3)C1)C2,-5,0,x,-1.4,20,-0.4,4,1,3,-1

# Compound profiles (already shown):
# Results for `C/C=C(\C)C(=O)O[C@@H]([C@H](O)c1cc2ccc(=O)oc2cc1OC)C(C)(C)O` : PKA-R2B act: -7; Rtt109 HAT inh: -1; CAL PDZ FP-1: -1; CAL PDZ FP-2: 0.6; SR-BI uptake up: 15; C-LANA FP: 0.3; Cardiac RTF inh: -1; DAGLB inhibitor: -2; cardiac RTF act: -3; Keap1-Nrf2 PPI: -4
# Results for `O=C(CNC(=O)c1ccc(Br)o1)NCC(=O)OCc1ccccc1` : PKA-R2B act: -8; Rtt109 HAT inh: 10; CAL PDZ FP-1: -2; CAL PDZ FP-2: -2.0; SR-BI uptake up: 11; C-LANA FP: 1.0; Cardiac RTF inh: 7; DAGLB inhibitor: -1; cardiac RTF act: 11; Keap1-Nrf2 PPI: -3

# Additional compounds follow:
SMILES,PKA-R2B act,Rtt109 HAT inh,CAL PDZ FP-1,CAL PDZ FP-2,SR-BI uptake up,C-LANA FP,Cardiac RTF inh,DAGLB inhibitor,cardiac RTF act,Keap1-Nrf2 PPI
CCOC(=O)c1c(C)[nH]c(C(=O)OCC(=O)NCCc2ccc(OCC)c(OCC)c2)c1C,1,9,-2,-1.0,-76,-2.4,6,-5,-2,-3
CC1=C/C(=C(/c2ccc(O)c(C)c2)c2ccccc2S(=O)(=O)O)C=CC1=O,0,5,-4,-0.7,25,-1.3,2,9,0,-8
O=C(Nc1ccc(F)cc1)c1sc2cc(C(F)(F)F)cnc2c1-c1cccs1,-2,3,-1,-0.8,-58,-1.6,-14,-14,1,-7
C[C@@H]1C=C(C(=O)NCc2ccccc2)O[C@H](OCc2ccc(CO)cc2)C1,-4,-4,14,-0.2,-5,-2.3,1,-4,-4,-1
Cc1ccnc(NS(=O)(=O)c2ccc(NC(=O)C3CC3)cc2)n1,-1,5,8,-0.3,8,-0.9,1,-2,-3,-1
Cc1cc(C)c([N+](=O)[O-])cc1-c1ccc(/C=N/NC(=O)c2nonc2N)o1,7,1,0,-0.7,-26,0.3,1,-2,5,-5
CC1(C(=O)OCC(=O)Nc2cccc(S(=O)(=O)NC3=NCCCCC3)c2)CC1(Cl)Cl (centres undefined),2,-12,-3,-1.2,5,-2.2,-10,-1,1,1
O=C(CN1C(=O)NC(CCc2ccccc2)C1=O)NC1CC1 (centres undefined),13,-3,-3,5.6,-3,-0.7,-10,2,8,4
COc1cc(NC(=O)CCN2CCN(C)CC2)cc(OC)c1,-3,6,0,0.0,-2,-3.2,-4,-1,4,-2
S=c1[nH]nc(COc2ccc3ccccc3c2)o1,0,0,-5,-0.9,12,4.4,7,5,-3,4
O=C(C1CC1)N1CCc2cc(Br)cc(S(=O)(=O)NCC3COc4ccccc4O3)c21 (centres undefined),-18,3,0,-2.9,-9,0.4,1,0,1,-6
N#CC1=C(N)Oc2c(oc(CO)cc2=O)C12C(=O)Nc1ccc(Cl)cc12 (centres undefined),-8,0,-5,x,49,-1.7,-9,1,6,-2
COCC(=O)Nc1nnc(COc2ccccc2)s1,-6,4,-2,0.2,-5,-0.6,-3,-3,-4,-6
CCOC(=O)c1c(C)[nH]c(C)c1S(=O)(=O)N(C)CC(=O)Nc1cccc(F)c1,-1,-2,34*,-0.8,-12,0.3,-5,0,-3,0
Cc1c(CNC(=O)c2nn3c(c2Cl)NC(c2ccccc2)CC3C(F)(F)F)cnn1C (centres undefined),1,-16,-3,-1.7,11,-0.2,-9,3,5,-6
O=[N+]([O-])c1cc2c(cc1/C=N/Nc1nc(N3CCCC3)nc(N3CCCC3)n1)OCO2,13,-14,-4,-1.3,-45,-1.4,2,2,-6,0
CC(=O)N1CC2(C)CN(C(C)=O)CC(C)(C1)C2=O,-16,-4,1,-1.7,x,2.3,12,1,-7,-1
Cc1cccc(OCCNC(=S)NC(=O)c2cncc(Br)c2)c1,-2,1,-6,-0.6,10,-0.7,0,-8,6,4
CCOC(=O)c1cc(-c2cccs2)[nH]n1,-3,-7,-3,0.5,-3,0.7,0,2,6,-2
O=C(CCC1CCCC1)N1CCN(C(=O)c2cccnc2)CC1,-1,-3,0,-0.8,-4,-0.5,-4,1,-2,-5
CCc1ccc(C(=O)COC(=O)c2ccc(-c3nnc(-c4ccccc4)o3)cc2)cc1,0,-6,x,-1.6,-25,-0.3,-4,0,-1,x
CCc1cc2c(CN3CCN(C)CC3)cc(=O)oc2cc1O,-6,i,-5,-0.8,9,-2.5,-5,1,1,1
Cc1ccc(C(=O)NCC(=O)Nc2ccc3c(c2)CCC3)cc1C,-4,3,1,0.8,11,-0.8,3,-4,-6,-5
CCC(C)NC(=O)CCn1ccc2cc(S(=O)(=O)N3CCCC3)ccc21 (centres undefined),12,5,x,-0.1,6,0.2,0,0,-1,2
O=C(c1cc(Br)ccc1O)N1CCN(S(=O)(=O)Cc2ccccc2)CC1,0,-2,-3,-1.6,-4,-2.6,-4,1,7,2
O=C(CSc1ccccc1C(=O)N1CCN(c2ccccc2)CC1)N1CCCC1,-3,3,-5,-0.6,17,-1.0,-18,3,3,3
CS(=O)(=O)N1CCN(c2ncccn2)CC1,-3,2,-2,-0.6,27,0.7,1,1,7,1
C/C(=N\NC(=O)C1CC1(c1ccccc1)c1ccccc1)c1cccc([N+](=O)[O-])c1 (centres undefined),-7,x,2,-1.2,-32,x,-1,-1,-3,5
COc1ccc2c(C)c(C(=O)N3CC[C@@H](N4CCC(O)CC4)[C@H](O)C3)oc2c1,7,-1,-3,-2.6,x,-1.2,4,0,4,-5
CC(C)S(=O)(=O)c1csc(C(=O)NNC(=O)Nc2ccccc2)c1Cl,5,5,15,-1.4,11,0.6,-5,2,4,-4
COc1ccc(C2C(C(=O)Nc3ccc(F)cc3)=C(C)Nc3nc(CCCO)nn32)cc1 (centres undefined),-2,6,x,-0.2,19,1.3,3,0,6,2
CCN(CC)CCNC(=O)c1ccc(NC(=O)c2ccc(S(=O)(=O)N3CCCC3)cc2)cc1,-1,4,x,0.0,2,-1.6,-4,4,-1,-3
CCOc1nc(NC(=O)NS(=O)(=O)c2cccc(Cl)c2)nc(-c2ccccc2)n1,-13,0,1,-0.1,6,0.5,-1,-1,2,-1
O=C(NCC1CCCO1)c1ccc2nc(N3CCCCC3)sc2c1 (centres undefined),9,16,x,-1.8,x,-0.8,-2,0,-4,-3
CCc1nnc(NC(=O)CSc2nnc(C3CC3)n2C)s1,-7,1,x,0.6,5,1.5,-4,-2,1,-3
O=C(CCS(=O)(=O)Cc1ccccc1F)NCCc1ccc(Cl)cc1,-2,-2,-2,1.2,-31,-5.3,-14,-1,0,-1
CS(=O)(=O)c1ccc(S(=O)(=O)N2CCC(CO)(CCCc3ccccc3)CC2)cc1,-1,-4,-1,0.0,-17,-1.2,-3,1,-6,-1
COc1ccc(N(C)C(=O)c2cc3c(s2)-c2ccccc2S(=O)(=O)C3)cc1,-11,18,-2,0.7,-12,0.5,-5,-1,3,-3
COc1ccccc1C(=O)NCC(=O)Nc1ccc2c(c1)CCC2,1,2,-2,-0.2,18,1.3,-3,-5,-2,-1
O=C(N/N=C/c1cc([N+](=O)[O-])ccc1O)c1c[nH]c2ccccc12,-4,0,-2,-1.6,x,0.4,-8,8,1,-4
Cc1ccc(NS(=O)(=O)c2cc(C(=O)N(C)C)ccc2C)cc1C,-17,-3,-2,x,-17,-0.2,5,-2,-4,3
O=C(CCN1C(=O)/C(=C/c2ccc3c(c2)OCO3)SC1=S)Nc1ccc(C(=O)O)cc1,-2,9,-5,-0.5,-2,-2.6,-1,3,-11,2
O=C(Cn1cc2c(n1)CCCC2)NCc1cccnc1,0,-11,2,0.5,3,-0.6,0,1,-1,-5
CCCNC(=S)N1CCN(C(c2ccccc2)c2ccccc2)CC1,-7,5,1,-0.6,-8,-0.4,3,-5,8,-5
O=C(COC(=O)Cc1ccc(-c2ccccc2)cc1)NCc1ccccc1,-16,-7,4,-1.2,30,0.1,1,-5,1,-1

# Rows were taken by chance (roughly 1.6% active in at least one column).
